FN deposition inh – fibronectin deposition inhibition; AH1F fibroblasts, Alexa488-fibronectin deposition fluorescence, overnight; inhibition, % at 12.6 µM; actives 0.086% (n = 350,000); AID 743247;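 active = mean inhibition across replicates of 30% or more, regardless of how many single replicates reach that level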;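 also: positive control wells lacked labelled fibronectin entirely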
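Material: AH1F fibroblasts assembling fluorescent fibronectin matrix; amount: 10000 AH1F cells/well; medium: DMEM, 2% serum; reagent: Alexa488-fibronectin, 24 nM final in well; dosing: single compound dose, delivered by pin transfer; incubation: 1 h adhesion, overnight exposure; detection: fluorescence after three HBSS washes, excitation 485 nm, emission 525 nm; measure: fibronectin deposition inhibition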
INS-1E GSIS act – primary screen for activators of insulin secretion dependent on glucose, INS-1E cells, GLuc reporter luminescence; INS-1E GLuc reporter insulin secretion, 2-3 h; activation, % at 16.6 µM; actives 0.61% (n = 370,000);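 active = lowest replicate activation of at least 40%, so every replicate reaches that level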;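 also: 0% = median of neutral control wells and 100% = median of IBMX positive control wells; some compounds called inactive have numbers as strong as hits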
miR-122 sensor – inhibitors of miR-122 in Huh7 cells; Huh7 miR-122 Renilla luciferase sensor, 48 h; neutral wells = 0, positive control = 100; activation (reporter increase), % at 12.5 µM; actives 0.3% (n = 340,000);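 active = mean replicate activation score at least 90 and every replicate individually at or above 90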;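 also: higher luciferase means less miR-122 activity so hits act as miR-122 inhibitors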
PglD inh – inhibitors of Campylobacter jejuni PglD acetyltransferase. purified PglD enzyme, DTNB colorimetric CoA detection. inhibition, % at 12.5 µM. actives 0.098% (n = 360,000). AID 602405; in the data active = inhibition above about 16%, passing the limit was not always enough; also: strong numbers were not always called active
PGC1a acetyl inh – lowers PGC1a acetylation signal in U2OS cells. AlphaScreen anti-acetyl-lysine; with virally co-expressed GCN5 acetyltransferase. inhibition, % at 15.6 µM. AID 651687. actives 0.17% (n = 350,000);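 active = every replicate shows inhibition of at least 40%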;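 also: 0% = neutral control wells and 100% = positive control wells; some results beyond the cut were filed as inactive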
Statin myotox sup – suppression of simvastatin myotoxicity. C2C12 myotubes + simvastatin, ATP luminescence, 48 h; scaled: DMSO 0, geranylgeraniol control 100. rescue of ATP level, % at 7.49 µM. actives 0.78% (n = 330,000). AID 602340;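 active = mean ATP rescue above about 67%, or every replicate alone reaching that limit, limit read from the data, passing the limit was not always enough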;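 also: myotubes were challenged with 10 µM simvastatin during compound exposure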
F508del corr – CFTR F508del correction in bronchial cells; CFBE cells, YFP halide quenching; stimulated with forskolin plus potentiator P3; % fluorescence drop versus neutral controls; activity (quench increase), % at 7.58 µM; actives 0.36% (n = 350,000);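 active = mean added fluorescence quench of at least 8% versus neutral control, with both replicates also reaching 8%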;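 also: cells transiently co-express mutant CFTR-F508del with the halide-sensitive YFP; corrector assay measuring rescue of mutant channel to the surface after 24 h compound exposure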
Cneo AK release – Cryptococcus neoformans lysis via adenylate kinase release. C. neoformans lysis, adenylate kinase release luminescence, 4 h; normalised: neutral wells 0, clomiphene wells 100. lysis activity, % at 15 µM. actives 0.2% (n = 360,000). AID 651654;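 active = mean lysis activity across replicates of at least 80%, whatever share of replicates individually reach that level; inactive = mean lysis activity below 80%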
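Assay system: C. neoformans cells. Amount: yeast cell density of 5 × 10^6 cells/mL. Technique: AK luminescence. Buffer or medium: YPD. Times: static 4 h at 37 °C with compound, 1 h detection. Dosing: single-point compound dose. Read-out: lysis from increased AK signal.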
An asterisk follows results filed as active; . = not tested or not shown; & = joins results of further samples; [ ] = another dose, or the depositor's remark.

SMILES	FN deposition inh	INS-1E GSIS act	miR-122 sensor	PglD inh	PGC1a acetyl inh	Statin myotox sup	F508del corr	Cneo AK release
CCC1Oc2ccccc2N(CC(=O)NCCc2ccc(OC)c(OC)c2)C1=O (stereo unspecified)	1	.	1	-2	-6	.	.	1
Cc1nc(C)n(C(C)CC(=O)O)n1 (stereo unspecified)	6	.	-2	4	.	1	.	2
COc1ccccc1CNC(=O)Cn1cccc1	-11	.	-1	-1	-5	7	.	1
O=C(CS(=O)(=O)c1ccccc1)Nc1nc(-c2ccccc2)cs1	.	-21	-3	-8	3	-17	.	-3
Cc1ccc(S(=O)(=O)NCCOc2nc(N3CCOCC3)nc(N3CCOCC3)n2)cc1	.	15	-3	5	-10	11	1.2	-3
COc1ccc(-c2nnc(SCC#N)o2)cc1	4	.	.	-1	4	-7	.	-1
CCOC(=O)C1CCN(c2cc3c(cc2NC(=O)c2ccccc2OCC)n(C)c(=O)n3C)CC1	-13	-14	-4	-1	3	7	3.9	2
CCOc1cc(CNn2cnnc2)cc(Cl)c1OCC(=O)NC(C)(C)C	-2	4	0	-3	-5	-3	-1.1	2
CSc1nnnn1CCn1nnnc1SC	.	.	5	5	-6	2	.	0
O=C(CCC(=O)Nc1ccc(Br)cc1)N/N=C/c1ccccc1O	2	-31	-3	-4	4	13	2.4	0

The final 2 compounds of the part above are carried over, then new ones follow:
SMILES	FN deposition inh	INS-1E GSIS act	miR-122 sensor	PglD inh	PGC1a acetyl inh	Statin myotox sup	F508del corr	Cneo AK release
CSc1nnnn1CCn1nnnc1SC	.	.	5	5	-6	2	.	0
O=C(CCC(=O)Nc1ccc(Br)cc1)N/N=C/c1ccccc1O	2	-31	-3	-4	4	13	2.4	0
COc1ccc(CCN2CC(C(=O)N(C)CCc3cn[nH]c3)CCC2=O)cc1 (stereo unspecified)	-19	1	.	0	.	6	-1.4	5
COc1ccc(NS(=O)(=O)c2cn(C)cn2)cc1OC	5	-5	-8	-3	-36	24	-0.2	13
Cc1noc(C)c1S(=O)(=O)Nc1ccc2c(c1)CC(=O)N([C@@H](C)CO)C[C@H](C)[C@H](CN(C)C(=O)NC1CCCCC1)O2	.	10	1[16.7 µM]	3	4	-7	-1.1	-4
O=C(Nc1ccccc1F)c1cc(C(=O)Nc2ccccc2F)cc([N+](=O)[O-])c1	2	7	0	-5	4	41	-0.3	-5
O=C(c1ccccc1)N1CCN(c2cc(Cl)nc3cc(-c4cccc(Cl)c4)nn23)CC1	9	2	1	-2	5	-1	3.3	2
Cc1ncc(CO)n1Cc1ccc(Cl)cc1	-4	.	.	4	-4	3	0.2	1
CN(c1cccc(NS(=O)(=O)c2cccs2)c1)S(C)(=O)=O	11	.	6	8	51*	4	.	1
C=C(C)COc1ccc(-c2ncncc2-c2ccc(OC)cc2)c(O)c1	7	-22	.	-2	.	-5	2.7	0
CCCN(CC(=O)Nc1ccc(F)c(F)c1F)Cc1cc(=O)n2ccsc2n1	-8	-4	-8	.	5	11	2.5	.
COc1ccc(/C=N/NC(=O)c2cccc(Br)c2)cc1Cn1cc(Cl)cn1	11	.	3	5	-13	-1	.	0
N/C(=N\c1nc2ccccc2o1)NC(=O)C(Cc1ccccc1)N1C(=O)c2ccccc2C1=O (stereo unspecified)	.	.	1	3	-2	-2	.	0
COC(=O)c1ccc(N2CCN(C)CC2)c(NC(=O)c2sc3ccccc3c2Cl)c1	5	3	2	0	9	-12	-1.6	2
C[C@H](CO)N1C[C@H](C)[C@H](CN(C)S(=O)(=O)c2ccccc2)Oc2c(NC(=O)c3ccncc3)cccc2C1=O	4	15	5[16.7 µM]	-4	-29	17	1.2	-5
CC(OC(=O)CCCC(=O)Nc1ccccc1)C(=O)c1ccccc1 (stereo unspecified)	7	5	-4	1	0	10	-0.8	-1
CC(C)c1nnc(NC(=O)c2ccc3c(c2)OCO3)s1	2	37	.	.	6	.	1.0	.
O=C(C[C@@H]1CC[C@H]2[C@@H](COC[C@@H](O)CN2C(=O)c2ccncc2)O1)NCc1cc(F)cc(F)c1	-2	-4	8[16.7 µM]	3	-4	-1	0.4	-3
Cc1ccc(C)c(N2CCN(C(=S)Nc3ccc4nc(N5CCOCC5)cc(C)c4c3)CC2)c1	-3	-18	-4	7	2	.	.	-1
Cc1c(CCC(=O)NCCCn2ccnc2)c(=O)oc2cc3oc4c(c3cc12)CCCC4	.	-20	-7	-2	-13	-18	-1.7	20
CC1OC23CCCCC2C(C#N)(C(=N)O3)C1(C#N)C#N (stereo unspecified)	.	6	-7	0	8	4	.	7
CC(=O)Nc1ccccc1C(=O)N1CCN(Cc2ccc3c(c2)OCO3)CC1	2	-9	.	5	.	2	-8.9	1

Just INS-1E GSIS act, FN deposition inh and Cneo AK release, for some of the entries so far:
structure	INS-1E GSIS act	FN deposition inh	Cneo AK release
N/C(=N\c1nc2ccccc2o1)NC(=O)C(Cc1ccccc1)N1C(=O)c2ccccc2C1=O (stereo unspecified)	.	.	0
COC(=O)c1ccc(N2CCN(C)CC2)c(NC(=O)c2sc3ccccc3c2Cl)c1	3	5	2

(list continues)
SMILES	FN deposition inh	INS-1E GSIS act	miR-122 sensor	PglD inh	PGC1a acetyl inh	Statin myotox sup	F508del corr	Cneo AK release
CCOC(=O)C1CCCN(c2c(Nc3cc(C)cc(C)c3)c(=O)c2=O)C1 (stereo unspecified)	-7	-2	2	-5	-3	8	-1.1	0
CC(C)NC(=O)Nc1ccc2c(c1)C(=O)N([C@H](C)CO)C[C@H](C)[C@H](CN(C)Cc1ccccc1)OCCCC[C@H](C)O2	1	4	1[16.7 µM]	0	-14	5	-2.5	-5
CC1CCCC(NC(=O)C2CCN(S(=O)(=O)N3CCC4(CC3)OCCO4)CC2)C1C (stereo unspecified)	-1	.	-5	-6	1	-26	.	0
COCc1nc2oc3ccc(F)cc3c(=O)c2cc1C(=O)OC	-1	0	6	2	4	8	-3.8	1
COc1ccc(OC)c(NC(=O)c2ccc(CSc3nnc(C)s3)cc2)c1	-15	2	1	1	6	8	0.8	-4
CCCN(C)C[C@@H]1Oc2cc(C#CC(C)(C)O)ccc2S(=O)(=O)N([C@H](C)CO)C[C@@H]1C	7	16	6[16.7 µM]	-1	-1	-4	3.0	-3
C[C@@H]1CN([C@H](C)CO)C(=O)Cc2cc(NC(=O)CCN3CCOCC3)ccc2O[C@@H]1CN(C)Cc1ccc(-c2ccccc2)cc1	.	-1	-13[16.7 µM]	.	6	-13	-2.2	.
CSc1ccc(NC(=O)NCCCN2CCN(c3ccccc3F)CC2)cc1	.	.	1	3	0	4	.	-8
COc1ccccc1-c1ccc([C@H]2[C@H]3CN(Cc4ccncc4)CCCCN3[C@H]2CO)cc1	.	-12	-3[16.7 µM]	7	-8	-42	0.5	-7
Cc1ccccc1S(=O)(=O)N(C)C[C@@H]1OCc2ccccc2-c2ccccc2C(=O)N([C@@H](C)CO)C[C@H]1C	-1	-17	.	2	-9	.	-1.9	0
COC(=O)c1ccc(-n2c(C)cc(C(=O)COC(=O)CC3Sc4ccccc4NC3=O)c2C)cc1 (stereo unspecified)	2	-5	2	-4	-2	6	2.0	1
Cc1cc(/N=C/N(C)C)on1	.	8	-9	0	1	4	-5.8	3
CCCCN(C(=O)CSc1c(C)c(C)cc(C)c1C)c1c(N)n(CCC)c(=O)[nH]c1=O	6	-7	.	-4	-4	-2	1.2	-3
O=C(Cc1ccc(Br)cc1)Nc1ccc(S(=O)(=O)N2CCCC2)cc1	5	-31	8	-1	.	-9	-1.1	-17
COc1cccc(S(=O)(=O)N[C@@H]2CC[C@@H](CCn3cc(-c4ccccc4)nn3)O[C@@H]2CO)c1	.	-2	.	0	4	-4	-1.7	-4
COCOc1ccc(C2CC(=O)c3c(OCOC)cc(OCOC)cc3O2)cc1 (stereo unspecified)	.	.	3	-2	11	10	1.3	1
COc1ccc(CN(C)CCCn2cnc3c(OCc4ccccc4)ncnc32)cc1	7	3	-2	4	10	-5	1.4	6
O=C(CCc1ccccc1)Nc1cccnc1	-3	18	2	2	3	4	-0.4	-1
COc1ccc(CC(=O)NNC(=O)c2ccco2)cc1	0	0	-2	-1	.	0	2.9	0
Cc1noc(C)c1NC(=O)Nc1cccc2c1O[C@@H](CN(C)S(=O)(=O)c1ccccc1)[C@H](C)CN([C@@H](C)CO)C2=O	.	13	6[16.7 µM]	.	5	3	-4.4	.
C[C@H](CO)N1C[C@H](C)[C@H](CN(C)Cc2ccc(Oc3ccccc3)cc2)OCc2ccccc2-c2ccccc2C1=O	13	-1	.	.	-6	.	-4.4	.
O=C(CCc1ccncc1)NC1CCCc2c1cnn2-c1cc(F)cc(F)c1 (stereo unspecified)	.	.	7	3	3	10	.	0
COc1cc(C(=O)C(=O)c2ccc(OC)c(OC)c2)ccc1O	-2	45*	-6	.	2	3	5.4	.
COc1ccc(CCN(CC(=O)NCc2ccc(F)cc2)C(=O)c2snc(C(N)=O)c2N)cc1OC	4	-5	.	7	.	-12	-2.7	-3
Cc1ccc(C(=O)OCC(=O)NC(C)c2ccccc2)cc1C (stereo unspecified)	1	7	-9	0	2	2	2.5	1
CC1(C)CC(=O)C2=C(C1)N(Cc1cccnc1)C(=O)C2(NC(=O)C1CC1)C(F)(F)F (stereo unspecified)	-4	.	0	-3	6	5	.	1
COC(CNS(=O)(=O)c1cccc2nonc12)OC	10	3	.	.	4	.	-0.2	.
Cc1ccc(C(=O)NCCCNC(=O)COc2ccc(Cl)cc2)cn1	10	8	.	-1	.	4	-0.4	4
O=C(Nc1ccccc1)N1CCC(C(=O)N2CCN(c3ccccc3F)CC2)CC1	6	8	0	-1	4	13	-0.6	-1
Cc1noc(C)c1S(=O)(=O)N(C)C[C@H]1Oc2c(NC(=O)C3CCCCC3)cccc2C(=O)N([C@@H](C)CO)C[C@H]1C	.	-2	14[16.7 µM]	0	-1	0	-0.8	-6

Structures listed above printed as active in PGC1a acetyl inh.
SMILES | INS-1E GSIS act | miR-122 sensor | PglD inh | PGC1a acetyl inh | F508del corr
CN(c1cccc(NS(=O)(=O)c2cccs2)c1)S(C)(=O)=O | . | 6 | 8 | 51* | .

The list goes on.
SMILES	FN deposition inh	INS-1E GSIS act	miR-122 sensor	PglD inh	PGC1a acetyl inh	Statin myotox sup	F508del corr	Cneo AK release
CCOC(=O)c1ccc(Nc2c(OCC)c(=O)c2=O)cc1	9	.	4	-5	-5	.	3.1	0
CCCCNS(=O)(=O)c1cc2c3c(c1)CCN3C(=O)CC2	0	1	4	2	2	10	-0.9	2
O=C(NCC1CC1)C1(C(F)(F)F)CC(CCCO)CCCO1 (stereo unspecified)	-7	-2	.	-2	.	-6	0.9	-7
C[C@H](CO)N1C[C@H](C)[C@H](CN(C)C(=O)c2ccccc2F)Oc2ncc(C#Cc3ccccc3)cc2C1=O	15	9	2[16.7 µM]	5	13	10	2.2	53
C/C=C/c1cnc2c(c1)C(=O)N([C@H](C)CO)C[C@@H](C)[C@@H](CN(C)C(=O)NC1CCCC1)O2	7	7&28	2	1&2	-4&-5&2	1&5&11	3.7&0.5&3.2	0&2
O=C(Nc1cnccn1)c1csc2ccccc12	.	-5	-12	-4	2	2	.	-1
CCCNC(=O)N1C[C@@H](O)COC[C@@H]2O[C@H](CC(=O)N[C@H]3CCN(Cc4ccccc4)C3)CC[C@H]21	1	-8	-3[16.7 µM]	-3	0	-21	-3.2	-3
CCCCN1CC(C)(C)Oc2cccc(F)c2S1(=O)=O	12	13	4	-1	6	2	-0.2	1
CSCCC(NC(=O)c1ccco1)C(=O)OCc1cc([N+](=O)[O-])cc2c1OCOC2 (stereo unspecified)	0	-7	22	.	.	.	-2.3	.
